Compound activity deposited in PubChem by National Center for Advancing Translational Sciences (NCATS).
PLK1 PBD inh: blocks phosphopeptide binding to human PLK1 polo-box domain; Plk1 PBD binding of FITC phosphopeptide, fluorescence polarization; Potency, µM, without a hit: max response, negative = inhibition, actives largely listed as inhibitors; 360,000 compounds, 2.8% hits; further: potency means the concentration at half of the fitted maximal effect; series mostly up to about 57 µM; on the % scale 0 is the no-effect control and ±100 the full control effect; nearly all actives have a fitted effect of over 65% in size
Target sequence (P53350 whole entry, looked up, the tested form may be a part): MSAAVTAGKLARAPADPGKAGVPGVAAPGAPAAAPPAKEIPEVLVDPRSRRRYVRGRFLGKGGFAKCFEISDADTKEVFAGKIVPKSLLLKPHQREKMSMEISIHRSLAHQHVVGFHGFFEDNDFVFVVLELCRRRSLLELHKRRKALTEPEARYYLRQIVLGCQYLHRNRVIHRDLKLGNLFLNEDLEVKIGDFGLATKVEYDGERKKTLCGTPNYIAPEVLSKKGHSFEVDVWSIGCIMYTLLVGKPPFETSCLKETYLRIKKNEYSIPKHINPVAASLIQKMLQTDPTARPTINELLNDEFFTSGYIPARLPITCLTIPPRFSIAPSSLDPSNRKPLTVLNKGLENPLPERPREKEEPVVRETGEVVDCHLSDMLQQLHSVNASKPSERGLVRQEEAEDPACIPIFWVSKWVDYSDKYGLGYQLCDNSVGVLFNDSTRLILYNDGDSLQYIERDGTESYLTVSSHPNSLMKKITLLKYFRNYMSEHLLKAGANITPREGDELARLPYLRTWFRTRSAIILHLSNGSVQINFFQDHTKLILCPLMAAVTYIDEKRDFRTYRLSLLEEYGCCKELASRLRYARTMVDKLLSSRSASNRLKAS
EPAC1 ag: activates human EPAC1 exchange factor; O95398; EPAC1 agonist qHTS, biochemical assay; response scale: 100% = response to 6.5 mM cAMP; Potency, µM (top dose mostly 154 µM), for the others: top-dose activation, actives largely listed as activators; 360,000 compounds, 0.073% hits; further: potency means the concentration at half of the fitted maximal effect; nearly all actives have a fitted effect of over 60% in size
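Nucleotide exchange assay: 100 nM EPAC1 with 250 nM Rap1B loaded with BODIPY-GDP and 50 uM GDP, room temperature. Fluorescence (480/540 nm) read every 5 min for 30 min; signal change normalized to 6.5 mM cAMP as full agonist.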
PTHR1 ag: PTHR1 (human) receptor agonism. Potency, µM (series often up to 115 µM), inactives show top-dose activation, hits mostly activators. HEK293 GP2 PTHR1 cells, GloSensor cAMP luminescence, 1 h. 410,000 compounds, 0.075% hits; further: potency means the concentration at half of the fitted maximal effect; nearly all actives have a fitted effect of over 55% in size; some results filed as inactive show a strong effect at the top dose; inactives centre near -15; many of its hits are not listed in these tables
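HEK-293-derived GP2 cells expressing PTHR1 and a GloSensor cAMP reporter, 3,000/well, plated overnight, given luciferin plus IBMX (each 0.5 mM as added) for 1 h at 37 °C, then compound for 1 h at 37 °C. Luminescence was read after 15 min at room temperature.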
GLP1R inv ag: acts as inverse agonist at human GLP-1 receptor. P43220. HEK293 GLP-1R CRE-luciferase, luminescence, 24 h; GLP-1R form is constitutively active. Potency, µM (doses to about 38.3 µM), for inactives: top-dose activity change, negative = inhibition, usual class: inhibitors. 410,000 compounds, 1.6% hits; further: potency means the concentration at half of the fitted maximal effect; on the % scale 0 is the no-effect control and ±100 the full control effect; nearly all actives have a fitted effect of over 55% in size
Target sequence (P43220 whole entry, looked up): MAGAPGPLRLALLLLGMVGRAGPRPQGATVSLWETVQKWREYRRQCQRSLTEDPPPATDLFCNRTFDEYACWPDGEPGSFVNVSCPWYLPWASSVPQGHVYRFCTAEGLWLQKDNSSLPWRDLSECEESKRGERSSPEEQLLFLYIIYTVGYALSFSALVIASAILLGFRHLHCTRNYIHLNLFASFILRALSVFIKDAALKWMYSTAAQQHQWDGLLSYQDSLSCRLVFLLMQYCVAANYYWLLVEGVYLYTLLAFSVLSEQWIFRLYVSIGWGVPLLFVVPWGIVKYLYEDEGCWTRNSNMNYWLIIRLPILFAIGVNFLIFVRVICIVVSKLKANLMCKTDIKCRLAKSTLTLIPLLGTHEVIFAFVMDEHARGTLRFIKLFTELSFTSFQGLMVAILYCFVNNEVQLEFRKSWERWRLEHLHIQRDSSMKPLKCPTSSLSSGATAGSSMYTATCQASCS
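Inverse agonism was detected as reduced cAMP-driven luciferase luminescence after 24 h compound treatment. The cells were HEK293 clones expressing constitutively active human GLP-1R with the reporter. Reporter-only and GPR119 cell lines served as counterscreen controls.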
EPAC1 antag: EPAC1 (human) antagonism; AID 720709; EPAC1 GEF assay, Rap1b-BODIPY-GDP exchange fluorescence; O95398; Potency, µM (series often up to 115 µM), inactives show top-dose activity change, negative = inhibition, usual class: inhibitors; 360,000 compounds, 0.14% hits;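 further: potency means the concentration at half of the fitted maximal effect; plate controls were vehicle for no effect and positive control for full effect; nearly all actives have a fitted effect of over 50% in size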
IL2 activator: activators of IL-2. IL-2 activation reporter assay, cell-based qHTS; stimulated with anti-CD3/CD4/CD28 beads; in transgenic mouse T cells. activation, % (series mostly up to about 46 µM). 360,000 compounds, 0.065% hits; in the data active means activation above about 50%; inconclusive means mostly about 30% to 49%; further: 0% is about no effect
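First, unstimulated transgenic mouse T cells were exposed to compound for 60 min. Next, anti-CD3/anti-CD4-coated beads with anti-CD28 were added. Finally, after 18 h at 37 degrees C, EGFP and DsRed were imaged.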
GLP1R ag: GLP-1 receptor (human) agonism; Potency, µM (doses to about 45.6 µM), inactives show top-dose activation, usual class: activators; 380,000 compounds, 0.007% hits; AID 624172; HEK293 GLP-1R CRE-luciferase, luminescence, 4-6 h; cells express a hypersensitive GLP-1R form; further: potency means the concentration at half of the fitted maximal effect; % of control where 0% means no effect
PI5P4K alpha inh: inhibitors of human PI5P4K alpha; P48426; PI5P4Kalpha enzyme, ADP-Glo luminescence, 60 min; stronger effect = lower value; max response, %; 330,000 compounds, 1.2% hits; active means max response of -50% or lower; inconclusive means between -30% and -50%; inactive means -30% or higher; further: value at the top dose of about 77 µM; on the % scale 0 is the no-effect control and ±100 the full control effect
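Luminescence from ADP-Glo served as readout of PI5P4Kalpha activity in a qHTS format. Reaction: enzyme, substrate, compound, ATP at 5 microM final, 60 min at RT.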
GLP1R cytotox: cytotoxicity in counter-screen for GLP-1R inverse agonists; HEK293 cAMP-luciferase reporter cells, luminescence, 24 h; Potency, µM (series often up to 38.3 µM), inactives show at the highest dose activity change, negative = inhibition, usual class: inhibitors; 410,000 compounds, 0.13% hits;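 further: loss of luciferase light is scored as toxicity; potency means the concentration at half of the fitted maximal effect; on the % scale 0 is the no-effect control and ±100 the full control effect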
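Here, cytotoxicity is scored as loss of luminescence. The MLSMR collection was tested on cells seeded in medium containing 10% Nu serum, with a 24 hr compound exposure preceded by 12 hours of culture.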
* = called active by the depositor; i = inactive; ? = inconclusive; . = no result given; & = joins results of further samples; [ ] = remark or other dose. Unless noted, the call rests on the fitted dose curve; in most records, active means well fitted curve in the direction sought with a large enough effect; inconclusive means small, poorly fitted or top-dose-only effect, or another doubt; inactive means no such curve, though single readings can be large; an effect the other way counts as inactive or inconclusive. An excerpt (hit frequency here may not be typical).

SMILES | PLK1 PBD inh | EPAC1 ag | PTHR1 ag | GLP1R inv ag | EPAC1 antag | IL2 activator | GLP1R ag | PI5P4K alpha inh | GLP1R cytotox
C=CCn1c(SCc2cc(=O)n3cc(C)ccc3n2)nnc1-c1cccc(C)c1 | -7% | 7% | i | 49%[activator] | 1% | 5.1 | 7% | 4 | 13%
O=C(Nc1ccc(O)cc1)C1CCCN1S(=O)(=O)c1ccc(F)cc1 (stereo not given) | 4% | -1% | -17% | -20% | 5% | -4.5 | -5% | 0 | -5%
CCSc1ncc(/C=N/Nc2ccc(Cl)cc2)n1C | -8% | 18% | i | ? | -11% | 0.3 | 15% | -3 | 3%
CSCC[C@H](NC(=O)CCn1nnc2ccccc2c1=O)C(=O)O | -8% | 0% | i | 0% | -16% | -3.0 | -11% | . | 5%
O=C(Nc1ccccc1)c1ccc2c(c1)CCN2S(=O)(=O)c1ccccc1 | -6% | 10% | -10% | ? | -10% | 0.2 | -9% | 8 | 0%
CCCCCCCC1CC(/C(C)=N/NC(N)=O)OC1=O (stereo not given) | 12µM* | -6% | i | 25% | -10% | -0.7 | 5% | -14 | 11%
Cc1c(C(=O)NCc2ccc(F)cc2)sc(=O)n1Cc1ccccc1F | 3% | -43%[inhibitor] | -3% | ? | ? | 0.5 | 5% | 0 | -14%
Nn1cc(-c2ccccc2)nc1SCC(=O)NC1CCS(=O)(=O)C1 (stereo not given) | -8% | -8% | i | 6% | 6% | -1.1 | 0% | 0 | -10%
COc1ccc2oc(C(=O)NC3CCCCC3)c(C)c2c1 | 1% | -16% | -23% | ? | -1% | 0.0 | -3% | -19 | -3%
CC1CC(C)CN(C(=O)c2cc3c(=O)n4ccccc4nc3s2)C1 (stereo not given) | 1% | 5% | -4% | 36%[activator] | 5% | -2.8 | 25% | 0 | 7%
Cc1ccc(C(C(=O)NC2CCCCC2)N(CCC(C)C)C(=O)CNC(=O)c2ccco2)o1 (stereo not given) | -1% | -13% | i | ? | -11% | -0.1 | -4% | -4 | -11%
CC[C@H](C)Cc1cn([C@@H](CCCCNC(=O)OC(C)(C)C)C(=O)NCCCCCCCCCCC(=O)N2CCN(C(=O)OC(C)(C)C)CC2)nn1 | 3% | -11% | -10% | ? | -1% | -0.6 | 3% | 6 | -12%
C=CCC(=O)NC1CCCc2c1cnn2-c1cc(F)cc(F)c1 (stereo not given) | -6% | 0% | i | 17% | -8% | 0.8 | -1% | 0 | -14%
CCOc1ccc(CN2CCNC(=O)C2CC(=O)NCCCn2ccnc2)cc1 (stereo not given) | -2% | 1% | -16% | 6% | 20% | 3.1 | 7% | 0 | 3%
O=C(COC(=O)/C=C/c1ccc(Cl)cc1)NC1CCS(=O)(=O)C1 (stereo not given) | 3% | 7% | -3% | 1% | 20% | -2.7 | -2% | -4 | -9%
COc1ccc(Oc2c(Cl)cnn(-c3ccccc3)c2=O)cc1 | -6% | 8% | -17% | -11% | -18% | 0.0 | -25% | 2 | ?
Cc1ccc(NC(=O)C2C3CCCCC32)cc1[N+](=O)[O-] (stereo not given) | 3% | -3% | -24% | -7% | 8% | 2.5 | 15% | -4 | 1%
Cc1ccc(NC(=O)CN(C)S(=O)(=O)c2ccc3c(c2)c(=O)n(C)c(=O)n3C)cc1 | -21% | -1% | ? | 10% | -5% | -1.0 | -6% | 1 | 4%
CC(=O)Nc1c(O)nc(C)[nH]c1=O | -6% | 6% | -9% | 3% | 0% | -0.3 | -1% | 3 | -5%
C[C@H](N)C(=O)OCc1ccc([N+](=O)[O-])cc1 | -5% | -1% | i | 6% | 1% | 1.7 | 2% | 0 | 5%
Oc1ccccc1-c1csc(-c2ccccc2)n1 | -18% | 16% | -6% | ? | -10% | -3.2 | 12% | 27 | -9%
CCCc1nc(-c2cc3ccc(C)cc3[nH]c2=O)no1 | -2% | 1% | i | 9% | 5% | -2.8 | 16% | . | -9%
COc1ccccc1-n1c(C)cc(SC)c(C(C)=O)c1=S | 1% | 0% | i | 4% | -11% | -3.8 | 1% | -8 | 3%
Oc1ccc(NCc2ccccc2OCc2ccccc2)cc1 | 0% | 6% | -2% | 8%&95% | ? | -3.3 | 14% | -19 | ?
COC(=O)[C@H](Cc1c[nH]c2ccccc12)NC(=O)NCc1ccc(OC)c(OC)c1 | -7% | 3% | i | -7% | -21% | 0.2 | -3% | 1 | -26%
CSc1ccc(CNC(=O)C2CCC(=O)N(CCc3cccc(F)c3)C2)cc1 (stereo not given) | -1% | -4% | -40%[inhibitor] | -10% | 25% | 0.3 | 5% | 1 | -10%
COc1ccc2nc(N3C(=O)/C(=C/c4ccccc4)NC3=S)sc2c1 | -14% | -3% | -31%[inhibitor] | -18% | 22% | 0.8 | -9% | -63* | -4%
O=C1NC(=Nc2ccc(O)cc2)S/C1=C/c1ccco1 | -11% | 11% | -2% | ? | 5% | -0.4 | 23% | ? | ?
CCCCN1C(=O)c2ccc(C(=O)N(C)CC(=O)Nc3ccc(OCC)c(OCC)c3)cc2C1=O | 3% | -2% | -5% | 1% | -4% | -0.6 | 4% | -1 | 0%
COc1ccc(NC(=O)Nc2cccc(C)n2)cc1 | -15% | -3% | -35% | 54%[activator] | -5% | -0.5 | 40% | 0 | -27%

At a glance, some entries already given:
SMILES | PLK1 PBD inh | EPAC1 ag | PTHR1 ag | GLP1R inv ag | EPAC1 antag | IL2 activator | GLP1R ag | PI5P4K alpha inh | GLP1R cytotox
C[C@H](N)C(=O)OCc1ccc([N+](=O)[O-])cc1 | -5% | -1% | i | 6% | 1% | 1.7 | 2% | 0 | 5%
Oc1ccccc1-c1csc(-c2ccccc2)n1 | -18% | 16% | -6% | ? | -10% | -3.2 | 12% | 27 | -9%
CCCc1nc(-c2cc3ccc(C)cc3[nH]c2=O)no1 | -2% | 1% | i | 9% | 5% | -2.8 | 16% | . | -9%

Carrying on.
SMILES | PLK1 PBD inh | EPAC1 ag | PTHR1 ag | GLP1R inv ag | EPAC1 antag | IL2 activator | GLP1R ag | PI5P4K alpha inh | GLP1R cytotox
Cc1ccnc(NS(=O)(=O)c2ccc(NC(=O)c3ccc(S(=O)(=O)N4CCCC4)cc3)cc2)n1 | -15% | 9% | ? | 1% | 1% | 0.3 | 2% | 0 | 4%
CCOC(=O)C1=CC[C@H]2c3c(c4ccc(OC)cc4n3C)C(=O)C1N2S(=O)(=O)c1ccc(C)cc1 | -4% | -15% | -4% | 39% | -7% | -1.9 | 7% | 10 | -25%
COc1ccc(-c2cc3ccccc3cn2)cc1 | 1% | 8% | -49%[inhibitor] | -28% | -5% | -0.1 | 2% | 7 | 2%
CN(C)C(CNc1ncnc2ccccc12)c1c(F)cccc1Cl (stereo not given) | -12% | 10% | -22% | -24% | -2% | -3.2 | 11% | 3 | 2%
COC(=O)c1c(NC(=O)Cc2cccs2)sc2c1CCCC2 | -10% | 8% | i | -17% | ? | -4.9 | 23% | ? | 28%
Cc1ccc(C2CC(c3ccc(F)cc3)Nc3nc(N)nn32)cc1 (stereo not given) | 27µM* | -2% | i | 7% | 3% | 0.6 | -5% | 1 | -2%
COc1ccc(CC(=O)Oc2ccc(C)cc2Br)cc1OC | -2% | 8% | -25% | -15% | -3% | 0.5 | 13% | 16 | ?
O=C(Nc1ccc(Cl)cc1)N1CCSCC1 | -11% | -1% | i | 5% | -15% | -1.9 | -3% | -7 | -1%
CC(C)NC(=O)Nc1cccc2c1O[C@@H](CN(C)S(=O)(=O)c1ccc(F)cc1)[C@@H](C)CN([C@H](C)CO)C2=O | -26% | -10% | i | 2% | -17% | -1.1 | -5% | -1 | 12%
CC(OC(=O)c1ccccc1NCCO)C(=O)NC1CCCCC1C (stereo not given) | -6% | 1% | -1% | -21% | -12% | -0.2 | 8% | 5 | 14%
Cc1ccc(C)c(Nc2nc3c(S(=O)(=O)c4ccccc4)nnn3c3ccccc23)c1 | -3% | 6% | i | 16% | -28% | -0.5 | 1% | 0 | 56%[activator]
COP(=O)(OC)c1nc(-c2ccc(C)cc2)oc1N1CCCCC1 | -6% | -4% | -9% | -5% | 2% | 1.2 | 15% | 1 | 2%
Cc1ccc(/C=C/C(=O)OCC(=O)Nc2ccc3[nH]c(=O)[nH]c3c2)o1 | 0% | 4% | i | -2% | 1% | -0.2 | 0% | -3 | 2%
Cc1nn(C(C)(C)C)c(OC(=O)c2ccc(Br)o2)c1Sc1ccccc1 | -2% | 11% | -7%[57.5 µM] | -10% | -23% | -1.3 | -18% | . | -27%
COc1ccc(-c2cc3nc(C)c(CCC(=O)NCc4ccco4)c(C)n3n2)c(OC)c1 | 0% | -3% | -5%[57.5 µM] | -2% | -11% | -2.2 | 1% | . | 1%
CCOC(=O)Cc1c(-c2cccc(Cl)c2)nc2c3ccccc3ccn12 | 0% | -6% | i | ? | -24% | -1.1 | 23% | 26 | 2%
CS(=O)(=O)c1ccc(Cl)c(NC(=O)COC(=O)c2ccc(-n3cnnn3)cc2)c1 | 1% | 4% | -5% | 0% | 21% | -5.2 | 2% | -6 | 11%
O=c1cc(O)cc2n1CCC2 | -21% | -11% | 0% | 29% | -26% | 1.1 | -3% | -15 | -3%
CSCCC(NC(=O)c1ccco1)C(=O)Nc1ccc(C)c(S(=O)(=O)N2CCOCC2)c1 (stereo not given) | -6% | 6% | i | 11% | 3% | 0.7 | -3% | 0 | 12%
Cn1c(NCc2cc(Br)ccc2O)nc2ccccc21 | -8% | 18% | -32%[inhibitor] | ? | -7% | -1.1 | 5% | -3 | -26%
CC1CCN(c2ccc3nnc(CCC(=O)Nc4ccc(F)cc4)n3n2)CC1 | -7% | -13% | -4% | -11% | ? | -1.6 | 4% | -4 | -15%
CC(C)n1c(O)c(N=Nc2ccccn2)c2ccccc21 | -13% | 8% | -6% | 24% | 5% | -1.9 | 9% | -6 | -2%
COc1ccc(C2=CC(=O)C[C@H](c3ccc4c(c3)OCO4)C2)cn1 | -6% | -5% | -35%[inhibitor] | 8% | -4% | -1.3 | -5% | 4 | 0%
CN(C)C(CNC(=O)c1ccccc1OCc1ccc(Cl)cc1)c1ccco1 (stereo not given) | -2% | 5% | -12% | ? | -21% | -0.5 | 12% | 3 | -7%
